# Bioassay records (PubChem)
# SUMO Mot1 rescue = yeast Mot1-301 growth rescue at high temperature, primary screen, SUMOylation pathway inhibitor project, S. cerevisiae, ATP luminescence, 38.5C | S. cerevisiae Mot1-301 growth rescue; percent above DMSO median, 100 means doubled | growth rescue, % at 18.8 µM | 320,000 tested, 1% active;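 active = every valid replicate shows activation above 250% relative to neutral control wells; inactive = the rest, any valid replicate at or below 250%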;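 note: OY570 slx delta 5 strain wells were the positive control but not used for scaling; some compounds called inactive have numbers as strong as hits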
# MOR-DOR ag = agonists of OPRM1-OPRD1 heterodimerization, primary screen, cell-based, luminescence; Mu-type opioid receptor (Homo sapiens) + Delta-type opioid receptor (Homo sapiens), …; cells; activation, % at 9.3 µM; 340,000 tested, 0.3% active; in the data active = activation above about 18%;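 note: 0% = vehicle-treated cells and 100% = reference agonist; values of inactives mirror those of a sister screen read the other way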
# Target sequence (P35372 whole entry, looked up): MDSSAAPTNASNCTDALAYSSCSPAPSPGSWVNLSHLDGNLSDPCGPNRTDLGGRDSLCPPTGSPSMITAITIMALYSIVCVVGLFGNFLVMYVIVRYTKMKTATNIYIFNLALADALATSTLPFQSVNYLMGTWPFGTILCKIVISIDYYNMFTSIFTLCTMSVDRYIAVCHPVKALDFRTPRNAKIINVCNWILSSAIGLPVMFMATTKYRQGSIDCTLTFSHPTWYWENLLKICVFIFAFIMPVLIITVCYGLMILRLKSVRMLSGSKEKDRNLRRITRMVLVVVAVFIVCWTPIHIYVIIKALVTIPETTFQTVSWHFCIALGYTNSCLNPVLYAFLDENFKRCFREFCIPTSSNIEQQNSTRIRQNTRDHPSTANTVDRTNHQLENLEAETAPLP
# Target sequence (P41143 whole entry, looked up): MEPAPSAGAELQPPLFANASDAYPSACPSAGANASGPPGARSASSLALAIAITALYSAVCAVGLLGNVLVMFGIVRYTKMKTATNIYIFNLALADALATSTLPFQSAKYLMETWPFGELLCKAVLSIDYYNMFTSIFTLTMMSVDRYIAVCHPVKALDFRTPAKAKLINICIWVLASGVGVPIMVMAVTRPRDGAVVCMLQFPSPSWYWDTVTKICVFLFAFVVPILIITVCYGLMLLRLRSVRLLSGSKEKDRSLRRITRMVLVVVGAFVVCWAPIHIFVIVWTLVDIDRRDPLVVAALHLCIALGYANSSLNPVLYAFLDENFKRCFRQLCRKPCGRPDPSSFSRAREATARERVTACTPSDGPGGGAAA
# PfHsp90 set2 = growth inhibition of PfHsp90-expressing yeast, primary screen, antimalarial PfHsp90 inhibitor project, S. cerevisiae, BacTiter-Glo luminescence, single point, set 2; BacTiter-Glo ATP, 48 h; yeast lacking PDR1 and PDR3 efflux regulators; inhibition, % at 9.4 µM; 310,000 tested, 0.32% active; AID 504621, 2011;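 active = every replicate shows inhibition above about 80%, whatever the replicate mean, limit read from the data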;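 note: 0% = DMSO neutral controls and 100% = 20 µM radicicol positive controls; yeast relying on Plasmodium falciparum Hsp90 in place of its own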
# PKA-R1A activ = activators of PKA-R1A holoenzyme, primary screen, biochemical, fluorescence polarization, Cy5-IP20, bovine R1A, mouse PKAc | cAMP-dependent protein kinase type I-alpha regulatory subunit (Bos taurus) + … | PKA-R1A dissociation; scaled: DMSO 0%, 113 µM cGMP 100% | activation, % at 11.4 µM | 340,000 tested, 0.083% active | AID 504707, 2011;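 active = percent activation above the mean of all tested compounds plus 3 SD, cut at about 19% in these data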;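 note: higher means more PKAc released from R1A so a rise in polarization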
# Ecoli viability = E. coli V3065 growth inhibition, primary screen, counter-screen for AddAB inhibitor project, absorbance, OD600; 18 h; inhibition, % at 11.9 µM; 330,000 tested, 0.27% active; AID 449728, 2010;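 active = inhibition above the campaign's mean inhibition across all tested compounds plus 3 SD, cut at about 9.9% in these data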;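 note: uninfected addAB+ strain grown without phage in ampicillin broth; 0% = DMSO wells and 100% = ciprofloxacin 0.95 µg/ml wells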
# Tat transport = E. coli Tat export inhibitors, primary screen, MC4100, TorA-mCherry reporter, fluorescence, single point; inhibition, % at 10 µM; 340,000 tested, 0.036% active; AID 488895, 2010;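 active = mean replicate inhibition at least 50% and at least half of replicates individually reaching 50%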;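 note: exported cargo escapes ClpAP degradation while cytoplasmic cargo is degraded and loses fluorescence; 0% = median of neutral control wells and 100% = median of NaSCN control wells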
# phage Ecoli inh = growth loss of phage-infected E. coli, primary screen, RecBCD inhibitor project, absorbance, with phage, HTS | 360,000 tested, 0.26% active | inhibition, % at 11.9 µM | AID 651602, 2012; in the data active = inhibition above about 11%
# MOR-DOR inv ag = inverse agonists of MOR-DOR heterodimerization, primary screen, cell-based, luminescence; Mu-type opioid receptor (Homo sapiens) + Delta-type opioid receptor (Homo sapiens), …; 340,000 tested, 0.21% active; cell-based MOR-DOR heterodimer luminescence, inverse agonism; inhibition, % at 9.3 µM; in the data active = inhibition above about 22%, passing the limit was not always enough;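 note: 0% = cells with DMSO and 100% = wells without cells with DMSO; values of inactives mirror those of a sister screen read the other way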
# DSG3 Ab inh = inhibitors of pemphigus antibody binding to DSG3, primary screen, biochemical, bead-based, flow cytometry, scFv-GFP. Desmoglein-3 (Homo sapiens), P32926. DSG3-coupled beads, scFv-anti-DSG3-GFP binding; stronger effect = lower value. binding (percent of control), % at 10 µM. 310,000 tested, 0.48% active;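 active = binding more than 3 SD below its plate's average and above zero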;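 note: hits lower antibody fragment binding to DSG3; some compounds called inactive have numbers as strong as hits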
# Arrestin-AP2 inh = inhibitors of beta-arrestin/AP2 binding, primary screen, biochemical, GPCR trafficking, flow cytometry | inhibition, % at 10 µM | FITC-arrestin peptide / GST-AP2 beads; AP2 beta2 appendage carries R879A mutation | 340,000 tested, 0.31% active;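 active = inhibition above a set limit, near 3 SD of compounds lacking own fluorescence, cut at about 54% in these data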;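 note: plate controls were DMSO wells for no effect and 5 µM unlabelled arrestin peptide for full effect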
#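 System: GST-tagged AP2 beta2-adaptin appendage (R879A) on 4 µm glutathione beads / Reagent: FITC-arrestin peptide, 50 nM / Detection: HyperCyt-sampled flow cytometry, FL1 channel, ex 488/em 535 nm / Timing: 12 min plus 1 h, RT / Buffer or medium: PBS plus Tween 20 (0.05%) and BSA (0.1%)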
# AddAB inh = growth inhibition of E. coli expressing H. pylori AddAB, primary screen, AddAB inhibitor project, absorbance | inhibition, % at 11.9 µM | 330,000 tested, 0.29% active; in the data active = inhibition above about 12%;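 note: 0% = vehicle wells of infected cells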
# An asterisk follows results filed as active; . = not tested or not shown.
SMILES,SUMO Mot1 rescue,MOR-DOR ag,PfHsp90 set2,PKA-R1A activ,Ecoli viability,Tat transport,phage Ecoli inh,MOR-DOR inv ag,DSG3 Ab inh,Arrestin-AP2 inh,AddAB inh
OC(CNCc1cccc(Cl)c1)c1ccccc1 (centres undefined),-8,-0.8,0,1,0.0,-9,4.3,4,83,15,2.2
CC(=O)Nc1ccc(NC(=O)Cn2cnc3c(nnn3Cc3ccc(F)cc3)c2=O)cc1,-20,0.3,-7,-4,3.5,-1,1.1,-2,98,13,0.4
Cc1cc(NC(=O)CSc2ccc3c(c2)OCCO3)no1,8,-2.7,-20,-1,-2.1,-2,1.9,12,101,30,-0.5
CC(=O)C1=C(C)NC(SCC(=O)c2ccc(F)cc2)=C(C#N)C1c1ccco1 (centres undefined),25,2.9,.,-16,-2.1,9,-0.1,-17,97,-4,0.3
C=C(C)C1Cc2c(C)nn(-c3ccccn3)c2C1 (centres undefined),240,2.1,-12,0,0.7,-4,1.5,-11,110,18,2.1
CC(C)C(=O)NNC(=O)c1csc(-c2cccs2)n1,-11,-4.1,-10,-9,1.1,11,-1.2,22,117,38,4.9
O=C(Nc1cccnc1)c1cccc(S(=O)(=O)N2CCOCC2)c1,7,0.2,-10,6,-1.1,2,1.1,-1,98,45,1.8
CCOC(=O)CCc1c(C)n[nH]c1C,8,0.8,-6,-7,-0.3,-5,8.2,-6,96,-8,2.6
COc1cc(/C=N/n2cnn(Cc3ccccc3Cl)c2=S)cc(OC)c1OC,-1,.,30,.,-0.6,-3,2.0,.,111,1,-0.2
CNC(=O)c1csc(-c2ccccc2)n1,0,-1.3,12,-4,0.3,-7,2.4,6,104,5,2.0
CCCNC(=O)c1nn2cc(Br)cnc2c1Cl,.,0.4,-39,-11,1.3,-1,5.3,-2,100,-11,1.4
CCNC(=O)c1ccc(OCC(=O)Nc2ccc(F)cc2)c(OC)c1,8,-0.6,-16,-7,-1.5,-2,2.3,3,106,-15,1.9
CCOC(=O)c1nnn(-c2ccc([N+](=O)[O-])cc2)c1C,269,0.2,22,9,2.0,5,4.8,-1,104,17,0.8
COc1ccc(S(=O)(=O)Nc2cc3c4c(c2)CC(=O)N4CCC3)cc1,-26,-1.6,13,-6,1.4,1,5.8,11,106,2,2.3
CN1C(C(=O)NCc2ccco2)CC2Cn3c(nc4cc(Cl)c(Cl)cc43)C21 (centres undefined),-17,-3.4,-10,-7,0.8,3,1.8,19,137,-6,1.9
Cc1cc(N)n(-c2ccc(C(=O)O)cc2)n1,-13,-2.1,-10,1,-3.3,-4,1.4,10,96,7,-0.5
COc1ccccc1N1CCN(CCCNC(=O)Cn2ncc3c([nH]c4ccccc43)c2=O)CC1,3,-0.5,-9,1,1.9,-4,1.0,2,111,11,4.7
CCOc1ccc(NC(=O)c2ccc(NC(=O)c3cn4c5c(c(N6CCN(C)CC6)c(F)cc5c3=O)OCC4C)cc2)cc1 (centres undefined),8,-0.4,4,-3,97*,88*,99*,3,108,-5,95*
COCC(=O)NC1CCN(CC(=O)Nc2ccc(OC)cc2[N+](=O)[O-])CC1,-13,0.7,-23,5,2.7,4,0.3,-4,102,3,1.8
CCC(Sc1nc(=O)cc(N)n1-c1ccccc1)C(=O)Nc1cc(C)on1 (centres undefined),1,-3.4,10,-13,1.2,12,1.2,19,103,19,-1.3
O=C(c1cccc(F)c1)N1CCN(C(=O)c2cc3ncc(Br)cn3n2)CC1,-21,-2.7,-10,-9,-0.5,1,1.6,14,98,1,2.7
Cc1cc(-n2c(=O)c(C#N)cc3c(=O)n4cccc(C)c4nc32)no1,-22,-1.4,-5,-8,-0.9,2,-0.5,7,103,-1,-0.6
Clc1ccc(-c2nnc(C3CC3)o2)cc1,15,-3.0,4,-2,1.8,-8,-0.4,16,111,-20,0.1
CC(C)[C@H](NC(=O)c1ccccc1F)C(=O)NC1CCCCC1,8,-1.1,21,-19,-1.3,-7,6.1,4,.,33,-1.0
O=C(CC(Nc1ccc(F)cc1)C(=O)OCC(=O)c1cccs1)c1ccccc1 (centres undefined),18,-2.0,-30,2,-1.8,-10,4.5,10,99,0,4.5
COc1cc(/C=C/C(=O)OCC(=O)NCC2CCCO2)ccc1OCC#N (centres undefined),112,-1.1,5,0,-3.6,1,2.3,6,90,4,-1.0
Clc1ccc(NNc2ccnc3cc(Cl)ccc23)cc1,23,1.2,.,9,2.2,1,4.0,-7,100,6,0.2
C#CCN(CC=C)C(=O)CCc1nnc(COc2ccccc2)o1,298,-1.8,.,-4,1.4,-1,2.9,11,82,2,0.8
OCCN1CCN(c2ncnc3ccc(Br)cc23)CC1,.,0.2,-11,0,-2.2,-3,0.0,-1,100,6,-1.3
CC1(C)Cc2ccccc2C(C(=O)c2ccccc2)=N1,2,1.2,8,8,-0.9,2,4.0,-6,101,1,-2.9
CCn1c(COc2ccccc2C)nnc1SCC(=O)CC(=O)Nc1ccccc1,4,-1.9,-6,3,-0.7,4,-0.8,9,101,5,0.5
CC(Oc1ccc(S(=O)(=O)N2CCCC2)cc1[N+](=O)[O-])C(=O)NC1(C#N)CCCCC1 (centres undefined),-3,0.7,-6,-10,-1.1,0,6.4,-3,101,-1,-0.6
CCCc1nnc(NC(=O)CCC(=O)N2CCN(S(=O)(=O)c3ccc(OC)cc3)CC2)s1,-3,-3.8,-11,-2,-0.7,-5,3.7,20,.,-13,3.7
Cc1ccc(Cl)cc1N1CCN(S(=O)(=O)c2ccc3c(c2)NC(=O)C(C)C(=O)N3)CC1 (centres undefined),-1,0.3,-15,1,-2.9,2,-2.0,-2,111,1,-0.8
CCc1nn(CC(=O)N2CCCCCC2)c(=O)c2cc3ccccc3n12,-1,0.0,3,4,1.6,-2,2.5,0,101,36,3.7
Cc1csc2c(N3CCN(C(=O)Nc4ccc(OC(F)(F)F)cc4)CC3)ncnc12,52,-0.7,5,1,1.0,2,-1.0,4,106,-15,3.3
O=C(c1cc2c(F)cccc2s1)N1CCCC1,5,0.0,16,2,0.1,-4,3.6,0,102,-4,4.0
FC(F)(F)c1cccc(Nc2nc(N3CCOCC3)nc(N3CCOCC3)n2)c1,0,9.1,21,-7,-1.4,3,1.9,-46,117,10,2.8
Cc1cnn(-c2ccc3nnc(-c4ccc(Cl)cc4)n3n2)c1,-6,-2.7,-21,-1,0.9,7,2.7,11,101,9,3.6
O=C(Cc1cccs1)NCc1cccs1,-3,-1.4,.,14,-1.2,11,.,7,99,-27,2.0
CCCCc1cc(=O)oc2cc(OCC(=O)N[C@@H](Cc3ccccc3)C(=O)O)ccc12,523*,-3.2,15,-9,1.3,-8,2.3,16,.,16,5.7
COCCNC(=O)CN1C(=O)COc2ccc(Cl)cc21,7,-3.6,-13,-14,0.1,-3,3.6,19,104,14,0.6
Cc1ccnc(NC(=O)CSc2ccccn2)c1,-18,-2.9,-3,-10,0.1,-5,1.5,15,.,-17,1.9
O=C(CSc1nnc(-c2ccncc2)n1-c1ccc(F)cc1)NNC(=O)c1cccc(O)c1,.,-3.4,-18,5,-2.6,8,3.9,18,103,-3,1.9
COc1ccc(C2CC(O)(C(C)(C)O)NO2)cc1 (centres undefined),4,0.5,-34,2,0.4,2,0.8,-3,102,-4,-0.4
COc1ccc(NC(=O)CSCC(=O)OCc2cccc(OC)c2OC)cc1,-5,1.1,.,-11,-1.8,0,1.2,-7,101,-3,-1.4
O=C(NCCCN1CCOCC1)c1ccc(NS(=O)(=O)c2ccccc2)cc1,2,-2.8,-17,-16,1.0,-5,0.6,15,101,2,2.6
COc1ccc(C2(O)CCN(CCCCOc3ccccc3)CC2)cc1,418,0.3,3,-12,2.0,-4,3.4,-2,103,23,2.7
COc1cccc(F)c1C(=O)NC(=O)Nc1ccc2nc(C)oc2c1,10,1.3,7,12,-0.2,0,.,-7,110,9,2.0
CC(C)(C)OC(=O)[C@H](CCCCN)NC(=O)c1nc[nH]c1C(=O)NCCCCCN,5,-2.8,-1,-1,0.6,-2,3.0,16,101,5,3.2
O=C1CCCN1c1cccc(Br)c1,-4,-2.5,2,-2,-0.4,-10,2.9,16,.,5,2.3
O=C(NCCc1ccccc1)C(=Cc1ccc(C(=O)O)cc1)C(=O)NCCc1ccccc1,-2,-1.8,-5,-12,-0.6,-6,1.6,9,99,11,0.0
O=C1CC(C2CCCO2)C(=O)N1c1ccccc1 (centres undefined),-3,-2.6,19,-7,0.8,15,-1.2,15,111,12,1.3
COc1ccc(CNC(=O)C2CCN(c3nc(-c4ccccc4)nc4c3CCC4)CC2)cc1,-15,-0.8,9,-21,-2.3,7,0.2,4,109,-7,-1.5
Cc1c(C(=O)Nc2ccccn2)sc2nc3n(c(=O)c12)CCC3,1,-0.6,-22,7,-1.4,-4,1.9,3,102,25,0.5
O=c1cc2c(=O)oc3cc(O)c(O)oc3c2c(O)c1O,.,-1.1,5,2,.,1,1.7,5,.,27,.
CCOC(=O)CS(=O)(=O)CC(=O)Nc1ccc([N+](=O)[O-])cc1OC,17,-1.0,1,-9,-0.5,1,-1.1,5,100,-11,0.2
CCCCCOC(=O)C1=C(C)NC(=O)NC1c1ccccc1 (centres undefined),-5,1.2,-1,-5,.,8,2.9,-6,93,38,.

# Random excerpt: 3 compounds from above.
SMILES,SUMO Mot1 rescue,MOR-DOR ag,PfHsp90 set2,PKA-R1A activ,Ecoli viability,Tat transport,phage Ecoli inh,MOR-DOR inv ag,DSG3 Ab inh,Arrestin-AP2 inh,AddAB inh
O=C1CCCN1c1cccc(Br)c1,-4,-2.5,2,-2,-0.4,-10,2.9,16,.,5,2.3
COc1cc(/C=C/C(=O)OCC(=O)NCC2CCCO2)ccc1OCC#N (centres undefined),112,-1.1,5,0,-3.6,1,2.3,6,90,4,-1.0
O=C(c1cccc(F)c1)N1CCN(C(=O)c2cc3ncc(Br)cn3n2)CC1,-21,-2.7,-10,-9,-0.5,1,1.6,14,98,1,2.7

# An unsorted share of the library; any-hit rate near 2.8%.
